# Lipid storage S3 = qHTS Assay for Lipid Storage Modulators in Drosophila S3 Cells | lipid storage change, negative = inhibition, % at the top dose, mostly 46.1 µM; hits show Potency in µM | actives 0.64% (n = 320,000) | Drosophila S3 cells, BODIPY lipid droplet fluorescence, 18-24 h; cells fed with added oleic acid | AID 2685; active = well fitted inhibition curve with a large enough effect in the signal ratio, with a control signal flat, not every such curve was filed as active; inconclusive = small, poorly fitted or top-dose-only effect, or effect the other way, or a change in a side signal; the % refers to the signal ratio
#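 Drosophila S3 cells got compounds at several concentrations plus oleic acid (400 uM solution). Laser-scanning cytometry with 488 nm excitation read lipid droplets at 500-530 nm and cells at 575-640 nm. Percent activity was relative to 20 uM Triacsin C.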
# Lipid storage S3 cell count max = second read-out of Lipid storage S3, no call of its own (marks repeat the call); cell number change, %; measured here: cell count max response;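 cells counted by Cell Tracker Red CMTPX staining in the red channel; peak over a dose series mostly up to 46.1 µM; percent activity relative to internal control wells on each plate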
# Starred values were filed as active, the others as inactive; i = inactive; ? = inconclusive; · = no result given. % is set by controls: 0 for no effect and ±100 for the full control effect; potency is the fitted concentration of half-maximal effect. The list is partial, so the mix of outcomes need not match the whole.
Lipid storage S3	Lipid storage S3 cell count max	molecule
23%	22	CC(=O)N1CCOc2ccc(S(=O)(=O)N3C(C)CCCC3C)cc21 (stereo not given)
12%	-9	COc1cc(NS(=O)(=O)c2ccc(OC)c(OC)c2)cc(OC)c1
?	·	[O-][n+]1onc2c1CCc1[nH]c(-c3ccccc3)nc1-2
3%	-17	Cn1nc(C(F)(F)F)c(-c2ccc(F)cc2)c1NC(=O)c1ccco1
?	·	CN(C)c1ccc(C(CNS(=O)(=O)c2ccc(F)cc2)c2c[nH]c3ccccc23)cc1 (stereo not given)
?	·	O=C(O)c1ccc(NS(=O)(=O)c2cccc(S(=O)(=O)c3ccc(Cl)c(Cl)c3)c2)cc1
i	3	CCOC(=O)N1CCC(NC(=O)c2ccc3c(c2)N=C(CC)c2ccccc2S3)CC1
11%	·	CC(c1ccco1)N(C(=O)c1ccccc1NS(=O)(=O)c1cccc([N+](=O)[O-])c1)c1ccccn1 (stereo not given)
?	·	Cc1ccc(-c2cc(C(=O)Nc3sc4c(c3C(=O)NCc3ccco3)CCC4)[nH]n2)c(O)c1
?	·	O=C(N/N=C/C=C/c1ccco1)c1cnccn1
?	·	O=C(CC1CCCCC1)N1CCC(c2nc(-c3ccc(S(=O)(=O)N4CCCC4)cc3)no2)CC1
?	·	Cc1nc(-c2ccc(S(=O)(=O)NCc3cccnc3)s2)cs1
?	·	N=c1ccn(Cc2ccc(Cl)cc2Cl)cc1
?	·	O=C(COc1ccc(S(=O)(=O)N2CCCC2)cc1Cl)Nc1ccc2c(c1)OCO2
11%	-2	CC1CC(C)(C)N(C(=O)CN2C(=O)c3ccccc3C2=O)c2ccccc21 (stereo not given)
?	·	CCOc1ccc(/C=C/c2[nH]c(=O)[nH]c(=O)c2[N+](=O)[O-])cc1
?	·	CN1CCN(CCC(=O)Nc2ccc(C3CCCC3)cc2)CC1
?	·	Cc1ccccc1NC(=O)CC1S/C(=N/c2nccs2)N(C)C1=O (stereo not given)
21%	2	Cc1ccc(C)c(NC(=S)NCC(c2cccnc2)N2CCOCC2)c1 (stereo not given)
9%	18	Cc1sc(C(=O)Nc2ccc3ccccc3c2)cc1CC(=O)O

# 4 entries from above in another layout:
SMILES | Lipid storage S3 | Lipid storage S3 cell count max
O=C(O)c1ccc(NS(=O)(=O)c2cccc(S(=O)(=O)c3ccc(Cl)c(Cl)c3)c2)cc1 | ? | ·
CCOC(=O)N1CCC(NC(=O)c2ccc3c(c2)N=C(CC)c2ccccc2S3)CC1 | i | 3
CC(c1ccco1)N(C(=O)c1ccccc1NS(=O)(=O)c1cccc([N+](=O)[O-])c1)c1ccccn1 (stereo not given) | 11% | ·
Cc1ccc(-c2cc(C(=O)Nc3sc4c(c3C(=O)NCc3ccco3)CCC4)[nH]n2)c(O)c1 | ? | ·

# Back to the main list with the 3 entries that preceded the break.
Lipid storage S3	Lipid storage S3 cell count max	molecule
?	·	Cc1ccccc1NC(=O)CC1S/C(=N/c2nccs2)N(C)C1=O (stereo not given)
21%	2	Cc1ccc(C)c(NC(=S)NCC(c2cccnc2)N2CCOCC2)c1 (stereo not given)
9%	18	Cc1sc(C(=O)Nc2ccc3ccccc3c2)cc1CC(=O)O
?	·	O=C(OCC#CCSc1nnc(-c2ccccc2)o1)c1cc2ccccc2o1
?	·	Cc1ccc(-n2nnnc2CS(=O)(=O)c2ccccc2)c(C)c1
?	·	COc1cc(Cl)c(S(=O)(=O)N2CCN(Cc3ccc4c(c3)OCO4)CC2)cc1Cl
?	·	CC(C)CNC(=O)COC(=O)CCC(=O)c1ccc(Cl)cc1
?	·	NS(=O)(=O)c1cccc(NC(=O)Cn2cnc3ccccc3c2=O)c1
?	·	CC(OC(=O)Cc1n[nH]c(=O)c2ccccc12)C(=O)Nc1ccccc1[N+](=O)[O-] (stereo not given)
?	·	CCSc1nsc(NC(=O)Nc2ccccc2OC)n1
-12%	0	O=C(C[n+]1ccc2ccccc2c1)Nc1cc(C(F)(F)F)ccc1Cl
15%	-10	CCOc1nc(-c2ccc(OC)cc2)ccc1-c1noc(-c2cc(OC)c(OC)c(OC)c2)n1
?	·	Cc1cccc(NC(=O)Cn2cnc3ccccc3c2=O)c1C
i	-13	CN(Cc1ccco1)S(=O)(=O)c1csc(C(N)=O)c1
?	·	COc1ccc(Cl)cc1S(=O)(=O)N1CCC(C(=O)N2CCOCC2)CC1
?	·	Cc1ccc(SCCC(=O)N/N=C/c2cccnc2)cc1
?	·	CC(=O)Nc1ccc(C(=O)CSc2nnc(Cc3ccccc3)o2)cc1
-12%	-15	CCN(CC)CCNC(=O)c1cc2cc3ccc(OC)cc3nc2o1
25%	-6	N/C(=N\c1nc2ccccc2o1)NC(=O)c1ccc(Cl)cc1
?	·	CCc1cc(-c2n[nH]c(=S)n2Cc2ccccc2)cs1
?	·	O=C(CSc1nc2ccccc2[nH]1)c1ccco1
?	·	COC(=O)c1[nH]c2cccc(OC)c2c1NC(=O)CN1CC2(C)CC1CC(C)(C)C2 (stereo not given)
i	10	CCc1ccccc1N(CC(=O)NC1CCCCC1)C(=O)CNC(=O)c1ccco1

# Profiles as entered above. Values in the order: Lipid storage S3 | Lipid storage S3 cell count max
# `Cc1ccc(SCCC(=O)N/N=C/c2cccnc2)cc1` is listed with ? | ·
# `CC(OC(=O)Cc1n[nH]c(=O)c2ccccc12)C(=O)Nc1ccccc1[N+](=O)[O-]` (stereo not given) is listed with ? | ·
# `CC(=O)Nc1ccc(C(=O)CSc2nnc(Cc3ccccc3)o2)cc1` is listed with ? | ·
# `N=c1ccn(Cc2ccc(Cl)cc2Cl)cc1` is listed with ? | ·
# `COc1cc(Cl)c(S(=O)(=O)N2CCN(Cc3ccc4c(c3)OCO4)CC2)cc1Cl` is listed with ? | ·

# The results go on:
Lipid storage S3	Lipid storage S3 cell count max	molecule
22%	3	CC(C)(C)NC(=O)c1ccc2c(c1)N(CC(=O)N1CCN(c3ccccc3F)CC1)C(=O)C(C)(C)O2
?	·	COc1ccc(/C=C\C(=O)c2c(O)ccc3c(C)cc(=O)oc23)cc1
?	·	CCSC(=O)CCCCCCCCCCCO
?	·	CCN(CC)c1ccc(Nc2nc(-c3cccnc3)cs2)cc1
3%	-15	Cc1cc(CCC(=O)O)c(C)cc1CCC(=O)O
?	·	Cc1cc(N2CCCC2=O)ccc1S(=O)(=O)NC1CCCCC1
?	·	O=c1[nH]c(-c2cccnc2)nc2sc(-c3ccccc3)cc12
7%	9	COc1ccc(CCNC(=O)CN(CCc2ccccc2)S(C)(=O)=O)cc1OC
?	·	Cc1cccc(-c2n[nH]c(=S)n2Cc2ccccc2)c1
?	·	COc1ccc(C(=O)Nc2nc3ccccc3[nH]2)cc1
-20%	-5	CC(O)c1nc2c(c(=O)n(C)c(=O)n2C)n1C (stereo not given)
-11%	-9	CCC(C(=O)OCC(=O)NC1CCS(=O)(=O)C1)c1ccccc1 (stereo not given)
-5%	0	O=c1cc(-c2ccc(F)cc2)[nH][nH]1
?	·	COc1ccc(-c2noc(CN(C(=O)c3cccs3)C(C)C)n2)cc1
?	·	CCCn1c(=N)c(S(=O)(=O)c2ccc(F)cc2)cc2c(=O)n3cccc(C)c3nc21
0%	7	CC(C)C(C(=O)NCc1ccco1)N(CC1CCCO1)C(=O)CNS(=O)(=O)c1ccccc1 (stereo not given)
?	·	C=CC(c1ccccc1)C(C(=O)c1ccccc1)N(C)C (stereo not given)
?	·	NC(=O)CSc1nc2c(c(=O)n1-c1ccccc1)C1(CCCCC1)Cc1ccccc1-2
?	·	COC(=O)c1c(NC(=O)CSc2nc3ccccc3c(=O)n2-c2ccccc2)sc(C)c1C
?	·	COc1ccc2ccc(C(C)(C(C)=O)C(=O)OC(C)C)cc2c1 (stereo not given)
-5%	·	CCCN1Cc2cccc(C(=O)N3CCN(c4ccc(OC)cc4)CC3)c2C1=O
?	·	CN1CCC(N(C)C(=O)COc2ccccc2-c2ccccc2)CC1
i	16	CC(C)N(Cc1ccccc1)C(=O)CN1C(=O)COc2ccc(S(=O)(=O)N3CCCCCC3)cc21
?	·	CCOc1ccccc1NC(=O)c1ccccc1-c1nc(-c2ccccc2OC)no1
?	·	CC(C(=O)C12CC3CC(CC(C3)C1)C2)N1CCOCC1 (stereo not given)
17%	·	Cc1cc(C)c2[nH]c(O)c(N=NC3=NC(=O)CS3)c2c1
?	·	Cc1c(Br)c([N+](=O)[O-])nn1CCCC(=O)N1CCN(c2ccccc2)CC1
?	·	CN(C)c1nc(N)nc(CSc2nnnn2-c2cccc3ccccc23)n1
i	-9	CC(=O)Nc1ccc(NC2CCCCC2NS(=O)(=O)c2ccccc2)cc1 (stereo not given)
1%	-4	O=C1OCC(CO)(CO)N=C1NNc1ccccc1[N+](=O)[O-]
-6%	19	COc1ccccc1CC(NC(C)=O)C(=O)NC1CCN(S(=O)(=O)c2ccccc2)CC1 (stereo not given)
3%	14	CC1Cc2ccccc2N1C(=O)COC(=O)Cn1cnc2ccccc2c1=O (stereo not given)
i	11	CC(C)CNC(=O)/C(C#N)=C1\N=C(NC(=O)c2ccco2)c2ccccc21
4%	3	COc1cc2c(cc1OC)C(C)N(C(=O)c1cccc([N+](=O)[O-])c1)CC2 (stereo not given)
?	·	Fc1ccc(CN2CC[C@H]3C=CCc4cccc(c43)C2)cc1
-6%	·	C/C(=N\NC(=O)CNc1cccc(C)c1)c1ccc(Br)s1
3%	-11	CS(=O)(=O)N(Cc1ccccc1Cl)c1ccc(C(=O)NCc2cccnc2)cc1
i	·	O=C(NCC1CCCO1)c1ccc2c(c1)ncn2-c1cccc(F)c1 (stereo not given)
13%	16	O=C(CNC(=O)c1ccc(S(=O)(=O)N2CCCC2)cc1)N/N=C/c1ccccc1Cl
?	·	Cc1ccc(NC(=O)CN2C(=O)/C(=C\c3cccs3)SC2=S)cc1
?	·	O=C(NC(Cc1c[nH]c2ccccc12)C(=O)O)/C(=C/c1ccc(F)cc1)NC(=O)c1ccccc1 (stereo not given)
?	·	NCCc1nnc(SCc2ccc(F)cc2)o1
i	-24	COc1cccc(CNC(=O)CC2C(=O)NCCN2CCCc2ccccc2)c1 (stereo not given)
?	·	COc1ccc(CC(=O)N/N=C(\C)CC(=O)Nc2ccc(N(C)C)cc2)cc1
?	·	COc1ccc(N(C)C(=O)CCS(=O)(=O)c2cccc3nsnc23)cc1
?	·	COc1ccc(CN2CCN(C(=O)Cn3c(=O)oc4cc(Cl)ccc43)CC2)c(OC)c1OC
i	·	Cc1ccc2nc(-c3cccnc3SCC(=O)N3c4ccccc4CC3C)[nH]c2c1 (stereo not given)
?	·	Cc1ccc(CNC(=O)COc2ccc(S(=O)(=O)N3CCOCC3)cc2)cc1
?	·	CCCN(CCC)C(=O)c1cc(-c2ccc3c(c2)OCO3)nc2ccccc12
?	·	O=c1c(Cl)c(N2CCOCC2)cnn1-c1ncc(C(F)(F)F)cc1Cl
?	·	CCCCNC(=O)NC1CCCC1
?	·	CCc1ccc(C(=O)N/N=C/c2ccncc2)s1
?	·	CCc1nnc(NC(=O)CCN2C(=O)c3ccccc3S2(=O)=O)s1
?	·	c1ccc(CN2CCN(C(c3ccccc3)c3ccccc3)CC2)cc1
?	·	COc1ccccc1NC(=O)NNC(=O)c1cc2ccccc2cc1O
i	-13	Cc1ccc(-c2nc(S(=O)(=O)c3ccccc3)c(SCC(=O)NCC3CCCO3)o2)cc1 (stereo not given)
-18%	-8	CCOC(=O)c1ccccc1NC(=O)/C(C)=C/C(=O)O
?	·	O=C(c1ccccc1)N1CCN(C(=S)NCCc2ccccc2)CC1
?	·	COc1ccc(NC(=O)c2coc(C)c2)cc1
?	·	COC(=O)c1cc(OC)c(OC)cc1NC(=O)c1ccccc1

# (cont.)
Lipid storage S3	Lipid storage S3 cell count max	molecule
?	·	O=c1c(Cc2ccc(Cl)cc2Cl)c(O)ccn1CCCN1CCOCC1
i	·	O=C1CCCN1C(=O)CSc1ncnc2sccc12
?	·	COc1cc(/C(C#N)=C/c2cccc3ccccc23)c([N+](=O)[O-])cc1OC
?	·	O=C(CSc1ncnc2c1cnn2-c1ccccc1)NCC1CCCO1 (stereo not given)
i	25	CCc1ccc(NC(=S)N2CCN(C)CC2)cc1
26%	-18	C/C=C/Cn1c(SCc2ccc(C)cc2)nc2c1c(=O)[nH]c(=O)n2C
-3%	-8	CCC(=O)c1ccc(OCC(=O)N2CCCC2)c(OC)c1
?	·	Nc1nnc(SCc2ccc(F)cc2)s1
-5%	-2	CC(C)(C)NS(=O)(=O)c1ccc(CCC(=O)NCc2ccc3c(c2)OCO3)cc1
-8%	-6	N#CCC1c2ccccc2CCN1C(=O)Nc1cccc(C(F)(F)F)c1 (stereo not given)
-8%	-10	COc1ccc(-c2nc3ccccc3c(=O)[nH]2)cc1
?	·	CCOc1ccc(NC(=O)CSC2=C(C#N)C(c3ccc4c(c3)OCO4)CC(=O)N2)cc1 (stereo not given)
?	·	O=S(=O)(Nc1ccc(-c2csc(-c3ccccc3)n2)cc1)c1ccc(F)cc1
14%	12	CCC(C)(C)n1nnnc1C(c1ccc2ncccc2c1)N1CCN(Cc2ccc3c(c2)OCO3)CC1 (stereo not given)
?	·	Cc1ccc(S(=O)(=O)N(C)C)cc1NC(=S)NC(=O)C12CC3CC(CC(C3)C1)C2
?	·	COc1cc(-n2c(C)nc3cc(C(=O)NCCN4CCOCC4)ccc32)cc(OC)c1OC
1%	-11	CC(C)[C@H](CO)N(Cc1cccc(F)c1)c1nc(Nc2cccc(Cl)c2)c2ncn(C(C)C)c2n1
?	·	COc1ccc(-c2nnc(SCC(=O)NC(C)C)n2CC2CCCO2)cc1OC (stereo not given)
